# Screening data deposited in PubChem BioAssay by Sanford-Burnham Center for Chemical Genomics.
# SUMO1-SIM PPI: modulators of SUMO1 protein-protein interactions, primary screen, biochemical, uHTS. Small ubiquitin-related modifier 1 (Homo sapiens), P63165. SUMO1 binding to a labelled peptide, TR-FRET, 1 h. inhibition, % at 20 µM. 0.33% of 360,000 active; in the data active = inhibition above about 37%
# MT1-MMP act inh: blockers of MT1-MMP proenzyme processing, primary screen, HT1080 RFP-PRO-GFP cells, GFP/RFP fluorescence | GFP/RFP ratio fluorescence, overnight; percent of plate control window, DMSO zero | GFP/RFP ratio change, % at 20 µM | 0.061% of 360,000 active;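 active = GFP/RFP ratio change of at least 30% with cell ATP level not reduced by more than half and red fluorescence within 50% of control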; also: strong numbers were not always called active
#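 Assay system: RFP-PRO-GFP reporter HT1080 cells; read-out basis: GFP/RFP fluorescence ratio; benchmarks: DMSO wells and RFP-L50D-GFP cells; doses: 20 µM single dose, 1% DMSO; schedule: overnight cell settling, then overnight compound exposure, 37 °C, 5% CO2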
# NRP1-CendR mod: modulators of CendR peptide binding to NRP-1, primary screen, biochemical, fluorescence polarization, uHTS; inhibition, % at 25 µM; 0.85% of 360,000 active; FAM-RPARPAR peptide binding to NRP-1; Neuropilin-1 (Homo sapiens), O14786;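 active = inhibition or corrected inhibition above about 18%, plus a signal ratio from 0.5 to 1.5, limit read from the data, passing the limit was not always enough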; also: strong numbers were not always called active
# Target sequence (O14786 whole entry, looked up): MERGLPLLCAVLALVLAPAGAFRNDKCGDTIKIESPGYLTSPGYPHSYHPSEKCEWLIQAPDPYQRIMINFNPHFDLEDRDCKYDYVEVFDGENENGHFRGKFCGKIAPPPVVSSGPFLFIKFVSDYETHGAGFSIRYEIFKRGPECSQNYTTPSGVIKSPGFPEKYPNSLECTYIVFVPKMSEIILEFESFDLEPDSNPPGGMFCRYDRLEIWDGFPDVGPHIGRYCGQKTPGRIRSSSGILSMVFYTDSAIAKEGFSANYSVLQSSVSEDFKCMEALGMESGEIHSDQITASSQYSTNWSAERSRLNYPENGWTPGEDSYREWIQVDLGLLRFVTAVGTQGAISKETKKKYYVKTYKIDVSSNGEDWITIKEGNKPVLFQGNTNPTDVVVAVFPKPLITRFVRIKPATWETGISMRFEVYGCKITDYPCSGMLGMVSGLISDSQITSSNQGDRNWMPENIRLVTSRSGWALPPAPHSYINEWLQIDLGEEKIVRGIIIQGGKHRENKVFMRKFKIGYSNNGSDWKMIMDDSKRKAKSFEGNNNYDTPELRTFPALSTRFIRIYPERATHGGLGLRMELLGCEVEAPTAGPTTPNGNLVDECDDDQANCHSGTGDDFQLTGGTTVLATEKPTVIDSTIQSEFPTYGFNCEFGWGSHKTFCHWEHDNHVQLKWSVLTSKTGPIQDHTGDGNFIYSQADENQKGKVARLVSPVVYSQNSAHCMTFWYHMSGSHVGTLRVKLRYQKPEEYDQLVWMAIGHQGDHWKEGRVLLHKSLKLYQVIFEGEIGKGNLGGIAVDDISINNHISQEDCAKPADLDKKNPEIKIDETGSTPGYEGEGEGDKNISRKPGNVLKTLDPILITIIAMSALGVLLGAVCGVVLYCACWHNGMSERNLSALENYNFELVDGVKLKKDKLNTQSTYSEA
# STEP block: STEP phosphatase inhibitors, primary screen, biochemical, fluorescence intensity, uHTS | AID 588621, 2011 | inhibition, % at 20 µM | 0.25% of 360,000 active | Tyrosine-protein phosphatase non-receptor type 5 (Homo sapiens), P54829 | recombinant STEP, OMFP fluorogenic substrate;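 active = inhibition at 20 µM, scaled per plate between control wells, above about 37%, limit read from the data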;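 also: 0% = DMSO with enzyme and substrate and 100% = substrate only without enzyme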
#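 material = STEP tyrosine phosphatase | reagent = fluorogenic phosphatase substrate OMFP at 25 µM final | doses = single compound dose of 20 µM, 1% DMSO final | schedule = 20 min reaction, room temperature, in the dark | measured by = fluorescence, 480/540 nm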
# Scp1 inh: Scp-1 phosphatase inhibitors, primary screen, biochemical, colorimetric, uHTS | Carboxy-terminal domain RNA polymerase II polypeptide A small phosphatase 1 (Homo … | Recombinant Scp1, phosphopeptide, malachite green phosphate absorbance | inhibition, % at 20 µM | 0.88% of 340,000 active | AID 493091, 2011;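 active = inhibition above about 50% at 20 µM, limit read from the data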;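 also: plate controls were DMSO wells with enzyme for no effect and wells lacking enzyme for full effect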
#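 Incubation: 45 min enzyme reaction at room temperature / System: truncated SCP-1 phosphatase (76-261aa) / Reagent: Phospho 17-mer peptide substrate / Buffer or medium: Acidic Tris acetate buffer with magnesium and detergent / Signal: absorbance at 630 nm / Doses: one concentration, 20 µM, with 1.0% DMSO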
# SKN-1 inh: suppressors of acrylamide-induced Pgst-4::GFP reporter in worms, primary screen, SKN-1 inhibitor project, whole organism, uHTS, GFP/RFP fluorescence ratio, strain VP596; 0.49% of 360,000 active; inhibition, % at 21.8 µM; C. elegans VP596 Pgst-4::GFP/RFP ratio, 24 h;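 active = interference check ratio from 0.5 to 1.5 plus GFP to RFP signal ratio inhibition reaching or exceeding a fixed threshold, cut at about 30% in these data, passing the limit was not always enough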; also: some compounds called inactive have numbers as strong as hits
# Rpn11 inh: Rpn11 (PSMD14) deubiquitinase inhibitors, primary screen, biochemical, fluorescence polarization, uHTS; 0.59% of 360,000 active; human 26S proteasome, Ub4-pepOG fluorescence polarization; 20S core pre-blocked with epoxomicin; calls only at 20 µM; 26S proteasome non-ATPase regulatory subunit 14 (Homo sapiens), O00487;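 active = inhibition at 20 µM, scaled to each plate's controls, above about 33%, limit read from the data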
# NadD inh: inhibitors of S. aureus NadD, primary screen, biochemical, colorimetric, uHTS. purified NadD enzyme, colorimetric absorbance read-out. AID 602399, 2012. inhibition, % at 20 µM. 0.78% of 360,000 active. Nicotinate-nucleotide adenylyltransferase NadD (Staphylococcus aureus N315); in the data active = inhibition above about 26%; also: some compounds past the cut are filed as inactive
# LMPTP block: LMPTP phosphatase inhibitors, primary screen, biochemical, fluorescence intensity, uHTS; AID 651560, 2012; 0.22% of 360,000 active; inhibition, % at 20 µM; recombinant LMPTP-A, OMFP fluorogenic substrate; Low molecular weight phosphotyrosine protein phosphatase (Homo sapiens), P24666;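 active = compounds that cut the enzyme signal by at least half of the control window in the single-dose screen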;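 also: plate controls were DMSO wells with enzyme plus substrate for no effect and substrate without enzyme for full effect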
# Target sequence (P24666 whole entry, looked up): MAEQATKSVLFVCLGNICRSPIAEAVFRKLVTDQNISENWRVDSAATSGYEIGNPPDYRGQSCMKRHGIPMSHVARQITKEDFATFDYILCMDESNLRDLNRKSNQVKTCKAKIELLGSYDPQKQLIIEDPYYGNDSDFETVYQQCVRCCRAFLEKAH
#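 Assay system: LMPTP-A enzyme. Input: 0.625 nM LMPTP-A final. Probe or stimulus: 400 µM OMFP. Compound dosing: single 20 µM dose. Schedule: 50 min dark incubation at room temperature. Detection: fluorescence intensity of OMFP turnover product. Read-out: percent inhibition versus substrate-only and uninhibited controls. Benchmarks: no-enzyme low control, uninhibited high control.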
# DNMT1 inh: human DNMT1 methyltransferase inhibitors, primary screen, biochemical, molecular beacon, fluorescence, HinP1I cleavage, uHTS; DNA (cytosine-5)-methyltransferase 1 (Homo sapiens), P26358; inhibition (reported as % activation of signal), % at 10 µM; 0.83% of 360,000 active; AID 588458, 2011; in the data active = inhibition above about 50%
# * hit, by the source's call; i = inactive; / = no result given; + = active, no number; & = joins results of further samples. Hits appear at their usual frequency; about 3.9% have a hit in one of these screens.
no.	MT1-MMP act inh	Rpn11 inh	STEP block	Scp1 inh	LMPTP block	SUMO1-SIM PPI	NadD inh	SKN-1 inh	NRP1-CendR mod	DNMT1 inh	Molecule
1	2	i	-2	-3	-0.3	21	0	3	2	-2	COc1ccc(S(=O)(=O)N2CCOCC2)cc1NC(=O)COc1ccc(C(C)=O)cc1OC
2	-1	i	1	-3	-7.7	5	2	-8	-18	1	Cc1ccc([C@@H]2[C@@H]3C(=O)N(c4ccccc4)C(=O)[C@@H]3[C@]3(Cc4ccccc4)C(=O)N(CC4CC4)CC(=O)N23)o1
3	-7	i	-2	-3	2.1	2	0	2	-7	-10	CSC1=NC(C)(C)C=C(/C=C/c2ccc(Cl)cc2Cl)N1
4	8	i	4	-3	-1.2	0	0	12	-4	3	CC(C)NC(=O)C1COc2ccccc2O1 (stereo not drawn)
5	3	i	-1	-8	-1.1	4	-6	-12	-9	2	O=C(NCc1ccco1)c1ccccc1NS(=O)(=O)c1cccs1
6	-6	i	-2	-14	0.1	-2	-1	8	-1	-3	CCCCC(=O)NC(c1ccc(OC)c(OC)c1)c1c(O)ccc2ccccc12 (stereo not drawn)
7	-1	i	3	2	0.1	-3	1	-6	2	3	CCN(CC)S(=O)(=O)c1ccc2c(c1)nc(-c1ccccn1)n2C
8	2	i	-1	-2	-1.8	1	0	10	4	-2	O=C1c2ccccc2C2NC(=O)C3(CCCCC3)N12 (stereo not drawn)
9	3	i	0	-6	1.9	1	9	4	-2	0	CSc1ccc(/C=N/N2CCN(Cc3ccccc3Cl)CC2)cc1
10	-3	i	0	-6	1.2	40*	0	13	-11	1	COc1ccc(CCNC(=O)c2cc3c(=O)n4cccc(C)c4nc3s2)cc1OC
11	8	i	-5	-7	-1.3	4	3	-1	-1	1	NC(=O)CSc1nnc(Cc2cccs2)n1C1CCCCC1
12	-6	i	2	-2	0.2	2	-1	34*	-6	-2	Cc1nn(C(=O)CCC(=O)NCc2cccc(F)c2)c2ccccc12
13	9	i	2	-3	-1.9	-3	0	-4	-14	-2	Cc1ccsc1C(=O)OCC(=O)NCC1CCCO1 (stereo not drawn)
14	3	i	-1	1	0.6	10	-8	19	2	4	O=C(Nc1cccc(C(=O)Nc2ccc(Cl)cn2)c1)c1ccccc1
15	2	i	1	-4	-1.4	-1	0	2	16	12	CC(=O)O[C@H]1C2OC(=O)C(C)=C2[C@@H]2OC(=O)[C@]3(CCC4OC41C)OC23 (stereo partly drawn)
16	-1	+	2	30	1.7	-10	0	-2	-113	1	COc1ccc(-c2nn(CCC(=O)O)cc2/C=C2\SC(N)=NC2=O)cc1
17	-2	i	-8	-7	2.2	0	21	2	-17	3	O=C(Nc1ccc(C(=O)O)cc1)/C(=C\C=C\c1ccccc1)NC(=O)c1ccc(Br)cc1
18	4	i	-2	-6	-1.1	2	-3	-2	6	2	O=C1CC(N2CCN(Cc3ccc4c(c3)OCO4)CC2)C(=O)N1CCc1ccccc1 (stereo not drawn)
19	-1	i	-3	-8	-0.4	-1	-10	-8	0	1	COc1ccc(C2C(C(=O)Nc3cccc(OC)c3)c3ccccc3C(=O)N2C)cc1 (stereo not drawn)
20	8	i	2	-6	0.7	2	5	3	-4	6	NC(=O)CSc1nnc2n(-c3ccccc3)c(=O)c3c4c(sc3n12)CCCCC4
21	-3	i	1	-1	-1.2	3	-7	5	6	-3	O=C(CCc1ccccc1)NN1C(=O)C2C3C=CC(C3)C2C1=O (stereo not drawn)
22	2	i	2	-11	-0.1	-25	2	2	-41	-1	COC(=O)C1=C(C)N(Cc2ccco2)C(=O)/C1=C\c1ccc([N+](=O)[O-])cc1
23	-1	i	8	-9	-0.9	-37	0	56	4	-1	CCN(C(=O)C(C)N1C(=O)/C(=C/c2cccs2)SC1=S)C1CCS(=O)(=O)C1 (stereo not drawn)
24	-4	i	-2	-12	-0.7	3	2	7	-9	0	CCCCN(C)C(=O)c1nc2ccccn2c1CNCCCn1nnc2ccccc21
25	1	i	-2	-5	-0.4	-5	-1	-1	-3	0	Cc1ccc(C(=O)Nc2ccc(NC(=O)c3ccco3)c(C)c2)cc1
26	0	i	-1	2	-1.8	1	-1	0	14	2	CS(=O)(=O)N1CCC(C(=O)NNC(=O)Nc2ccc(F)c(Cl)c2)CC1
27	-1	i	-1	-6	-1.3	-4	-3	0	12	1	O=C(CCC1CCCC1)Nc1ccon1
28	0	i	0	5	-1.7	-4	6	11	0	1	O=C(O)/C(=C\c1cccs1)c1ccccc1
29	4	i	-2	-3	1.3	-43	5	13	-32	0	Cc1c(C=C(C#N)c2ccc([N+](=O)[O-])cc2)c(=O)n(-c2ccccc2)n1C
30	9	i	-1	-3	0.5	1	11	5	3	-3	CCOC(=O)c1nnn(-c2nc(N3CCCC3)nc(N3CCCC3)n2)c1-c1ccccc1
31	-4	i	0	-9	-1.6	7	0	4	10	2	Cc1cccc(OCCCC(=O)NNC(=O)c2ccc(F)cc2)c1
32	4	i	-2	0	-1.1	-3	6	2	-1	3	CCCc1cc(=O)n2[nH]c(NCc3ccccc3F)nc2n1
33	-11	i	5	0	0.5	0	10	4	-42	22	Cc1ccc(/C=C/C(=O)c2ccccc(=O)c2O)cc1C
34	5	i	0	-2	-1.3	0	1	11	-3	0	Cc1ccc(S(=O)(=O)Cc2nc3ccccc3c(=O)[nH]2)cc1
35	-1	i	-2	-2	-1.5	-11	-5	-15	10	4	CCOC(=O)c1cc(=O)n2nc(-c3ccccc3F)nc2s1
36	4	i	2	/	-0.4	0	-4	-11	-9	-1	CCC(=C(c1ccccc1)c1ccc(OCCN(C)C)cc1)c1ccccc1
37	-23	/	-3	-3	44	-2	8	11	-61	45	CN1/C(=C/C(=O)c2ccc(Cl)cc2)Sc2cc3c(cc21)OCO3
38	-2	i	0	-8	0.7	3	5	27	4	-1	CCOC(=O)c1c(C)nc2sc3c(=O)n(-c4ccc(OC)cc4)cnc3c2c1-c1ccc(OC)cc1
39	-1	i	-1	-2	-1.5	-21	-6	7	-10	-2	CCCN1C(=O)c2ccc(C(=O)NCc3ccco3)cc2C1=O
40	13	i	0	/	-1.0	8	-1	7	1	-16	COc1ccc(NC(=O)c2ccc(NC(=O)CN3CCN(c4ccccc4O)CC3)cc2)cc1
41	1	i	0	-7	-0.5	1	-4	1	4	2	Cc1nc2ccc(Br)cc2c2c1CC(CO)O2 (stereo not drawn)
42	-13	i	0	-17	-0.7	-2	-8	3	1	2	COc1ccc(N2CC(C(=O)Nc3cc(C)ccn3)CC2=O)cc1 (stereo not drawn)
43	2	i	1	2	-0.7	4	-1	10	3	6	Cc1cc(C)n(C2CC(=O)N(c3ccc(Cl)c(Cl)c3)C2=O)n1 (stereo not drawn)
44	3	i	-2	-2	-1.5	0	1	-3	0	5	Cc1n[nH]c(=S)n1-c1cccc(Cl)c1
45	3	i	-2	-11	-2.1	-1	-4	0	16	-1	O=C(Cn1nc(-c2ccccc2)c2ccccc2c1=O)NCCO
46	1	i	2	-3	0.9	-1	3	7	0	-1	CCOP(=O)(OCC)C(NC(=O)Nc1c(C)cc(C)cc1C)c1ccccc1 (stereo not drawn)
47	4	i	14	35	1.0	2	4	-28	-1	14	CCN(c1ccccc1)S(=O)(=O)c1ccc2[nH]cc(C(=O)NCCOC)c(=O)c2c1
48	6	i	3	-11	0.3	-27	1	-5	-6	2	O=C(Nc1cccc(Cl)c1)c1ccc(-n2cncn2)c([N+](=O)[O-])c1
49	2	i	-1	-9	0.1	-1	-1	10	5	-1	CCOC(=O)CSc1nc2sc(C)c(C)c2c(=O)[nH]1
50	1	i	-1	-8	-0.3	1	-8	18	-42	-3	COc1ccc(C(=O)c2c[nH]cc2-c2ccccc2)cc1
51	-4	i	2	-2	-1.7	-4	7	-2	2	5	O=C(OCC(=O)N1CCOCC1)c1ccc[nH]c1=O
52	0	i	2	-8	-0.9	-4	1	9	6	-2	CCN1C(=O)N(CC)c2cccc3cccc1c23
53	-2	i	2	9	0.8	3	24	4	-5	-6	O=C(NNc1nc(-c2ccccc2)c2cc(Br)ccc2n1)c1ccc(S(=O)(=O)N2CCOCC2)cc1
54	-2	i	0	-2	0.4	-14	-9	7	9	-3	CCOc1ccc2nc(SCC(=O)Nc3cc(C)on3)c(C)cc2c1
55	-1	i	1	-12	2.5	-2	1	12	-34	-5	Cc1ncc(CO)c(/C=N/NC(=O)c2cc(Br)ccc2O)c1O
56	2	i	-1	-7	0.3	1	6	16	8	1	Cc1ccc(-c2noc(-c3ccno3)n2)cc1
57	2	i	-2	-6	-0.5	-2	-12	-5	4	-2	O=C(O)c1cccc(NC(=O)c2cccc(S(=O)(=O)N3CCc4ccccc4C3)c2)c1
58	1&1	i	0&0	-10	-1.9&-0.8	5&2	-4&-8	-3&6	1&14	-6&8	CCC1Nc2ncnc(N3CCOCC3)c2N(Cc2ccc(Br)cc2)C1=O (stereo not drawn)
59	-1	i	4	-5	-1.7	10	-6	12	2	2	CN1CCN(CC(=O)Nc2nc3ccccc3s2)CC1
60	5	i	-1	8	-1.3	0	7	6	9	3	CN(C(=O)c1cccc(NC(=O)Cc2ccc(NC(=O)C3CCCN(C(=O)c4ccccc4)C3)cc2)c1)C1CCCC1 (stereo not drawn)
